# Bioassay records deposited in PubChem by Broad Institute.
# HDAC3 inh = blocks human histone deacetylase 3 | O15379 | recombinant HDAC3, fluorogenic peptide/trypsin coupled, fluorescence | inhibition, % at 8.3 µM | hit rate 0.15% among 320,000 | AID 2718; in the data active = inhibition above about 26%, passing the limit was not always enough
# Target sequence (O15379 whole entry, looked up): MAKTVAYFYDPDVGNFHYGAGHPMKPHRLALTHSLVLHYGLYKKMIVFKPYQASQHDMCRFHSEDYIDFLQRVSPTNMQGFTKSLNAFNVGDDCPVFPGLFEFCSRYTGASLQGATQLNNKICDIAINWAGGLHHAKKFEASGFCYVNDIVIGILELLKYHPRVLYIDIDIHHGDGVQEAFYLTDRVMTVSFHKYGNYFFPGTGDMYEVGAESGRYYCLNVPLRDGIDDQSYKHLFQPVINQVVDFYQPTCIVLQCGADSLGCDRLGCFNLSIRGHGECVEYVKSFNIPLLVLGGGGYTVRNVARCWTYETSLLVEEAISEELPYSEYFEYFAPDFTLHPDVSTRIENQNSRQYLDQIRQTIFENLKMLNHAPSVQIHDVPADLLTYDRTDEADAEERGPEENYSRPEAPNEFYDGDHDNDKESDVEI
# GSK3 alpha inh = blocks human GSK-3 alpha kinase; ADP-Glo luminescence, 60 min; inhibition, % at 10 µM; hit rate 0.1% among 320,000;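 in the data active = inhibition above about 50%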;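 also: GST-tagged GSK-3 alpha with peptide substrate and 25 µM ATP; 0% = DMSO neutral wells and 100% = GW8510 positive control wells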
# Target sequence (P49840 whole entry, looked up): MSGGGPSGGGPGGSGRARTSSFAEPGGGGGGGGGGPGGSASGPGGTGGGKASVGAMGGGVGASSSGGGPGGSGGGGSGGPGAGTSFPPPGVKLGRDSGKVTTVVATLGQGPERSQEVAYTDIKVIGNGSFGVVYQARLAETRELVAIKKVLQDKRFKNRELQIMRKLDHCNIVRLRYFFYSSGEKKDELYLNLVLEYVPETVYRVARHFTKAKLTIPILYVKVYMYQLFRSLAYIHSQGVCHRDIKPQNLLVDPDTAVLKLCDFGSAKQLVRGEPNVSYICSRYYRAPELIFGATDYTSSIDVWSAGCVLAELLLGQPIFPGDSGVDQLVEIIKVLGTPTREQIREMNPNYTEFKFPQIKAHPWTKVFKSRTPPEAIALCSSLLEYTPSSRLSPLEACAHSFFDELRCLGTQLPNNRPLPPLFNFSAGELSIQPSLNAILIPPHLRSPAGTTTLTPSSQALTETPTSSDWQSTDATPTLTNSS
# Numbers without * were called inactive. An excerpt, so the mix of outcomes need not match the whole.
canonical_smiles,HDAC3 inh,GSK3 alpha inh
Nc1cc(Cl)ccc1C(=O)OCC(=O)NCC1CCCO1 (stereo unspecified),-30,-2
CCOc1ccccc1OCCCC(=O)Nc1cc(S(=O)(=O)N2CCOCC2)ccc1OC,-2,-7
COc1cc(/C=C/C(=O)O)cc(S(=O)(=O)Nc2cc(C(F)(F)F)ccc2N2CCOCC2)c1OC,4,-3
COc1ccc(S(=O)(=O)N2CCCCCC2)cc1C(=O)NCCc1ccccc1,-2,-5
O=C(CN1C(=O)NC2(CCCC2)C1=O)Oc1ccc2ccc(=O)oc2c1,-162,24
O=C(CN1CCN(c2ccccc2O)CC1)Nc1cc(S(=O)(=O)N2CCCC2)ccc1Cl,1,-1
Cc1cc(C)cc(N(CCC#N)C(=O)CSc2nc3ccccc3c(=O)[nH]2)c1,1,-6
O=C(Nc1ccc(S(=O)(=O)N2CCCCC2)cc1)c1ccc(Cl)nc1,9,-2
CC1CCCC(C)N1C(=O)COC(=O)COc1ccc(C#N)cc1 (stereo unspecified),-3,-2
O=C(NCCCN1CCCC1=O)C1CCN(S(=O)(=O)c2cc(C(F)(F)F)ccc2Cl)CC1,7,-1
CC(=O)c1ccc(NCC(=O)N2CCN(S(=O)(=O)c3ccccc3)CC2)cc1,-1,-5
Cc1ccc(S(=O)(=O)N2CCN(C(=O)CCc3c[nH]c4ccccc34)CC2)c(C)c1,1,1
CCCOc1ccc(C(F)(F)F)cc1NC(=O)CCc1c(C)noc1C,5,0
Nc1c(C(=O)CSc2nnc(COc3ccc(Cl)cc3)o2)c(=O)[nH]c(=O)n1C1CC1,-4,0
COC(=O)c1cc(NC(=O)COC(=O)C2COc3ccccc3O2)cc(C(=O)OC)c1 (stereo unspecified),2,3
NC(=O)c1cc[n+](CC(=O)NC(=O)Nc2ccccc2)cc1,-8,7
CC(C)[C@H](NC(=O)c1ccc(Cl)cc1)C(=O)OCC(=O)N1CCN(c2ccccc2)CC1,-1,-3
COCC(C)n1c(SCC(=O)NC(=O)NCc2ccccc2)nc2ccccc2c1=O (stereo unspecified),4,7
O=S(=O)(Nc1ccc(S(=O)(=O)N2CCCC2)cc1)c1ccccc1Br,-1,-1
CN1CCN(S(=O)(=O)c2cccc(C(=O)Nc3sccc3C#N)c2)CC1,3,9
COc1ccccc1-c1nnc(SCC(=O)NC2CC2)n1C,-10,1
COC(=O)c1ccc(C)c(NC(=O)Cn2c(C)csc2=O)c1,2,-4
Cc1ccc(NS(=O)(=O)c2cccc(C(=O)NCC(c3cccs3)N3CCOCC3)c2)cc1 (stereo unspecified),0,0
Cc1ccc(CNC(=O)CCNC(=O)c2ccc([N+](=O)[O-])cc2)cc1,-2,-2
Cc1cc(C)n2nc(SCC(=O)N3CCC(C)CC3)nc2n1,-2,-1
O=C(CN1C(=O)NC2(CCCCCC2)C1=O)N1CCN(c2ccccc2)CC1,0,-1
O=C1Nc2c(Br)cccc2C1=O,-4,2
C=C(C)C(=O)OCC(C)C,1,-4
COC(=O)c1ccc(NC(=O)CN2C(=O)NC3(CCC(C)CC3)C2=O)cc1 (stereo unspecified),1,-6
COc1ccccc1/C=C/C(=O)N1CCN(S(=O)(=O)c2cc(C)ccc2C)CC1,1,2
COc1ccc(CCC(=O)N2CCN(S(=O)(=O)c3ccc(OC)cc3)CC2)cc1,3,-7
O=C(c1ccc(S(=O)(=O)NCc2ccco2)cc1)N1CCN(c2ccccc2)CC1,4,0
Cc1ccc(S(=O)(=O)N2CCN(C(=O)Cn3nc(C)c([N+](=O)[O-])c3C)CC2)cc1,5,4
Cc1ccc2c(CC(=O)Nc3ccc(F)c(S(=O)(=O)N4CCOCC4)c3)coc2c1,5,-2
O=C(CN1C(=O)NC2(CCCc3ccccc32)C1=O)NCCc1ccc(F)cc1 (stereo unspecified),-2,1
CCCCCC(C)NC(=O)c1cc(S(=O)(=O)N2CCCCC2)ccc1N1CCOCC1 (stereo unspecified),3,0
CCOc1cc(C(=O)Nc2cc(C(=O)OC)ccc2C)ccc1OCC(=O)N1CCOCC1,11,-3
O=C(Nc1cccc(C(=O)NC2CC2)c1)c1ccc(Cl)c(S(=O)(=O)N2CCOCC2)c1,6,0
Cc1ccc(S(=O)(=O)N2CCCCC2)cc1NC(=O)CCN1C(=O)C2CC=CCC2C1=O (stereo unspecified),0,-5
CC(C)CCC1(C)NC(=O)N(CC(=O)Nc2ccc3c(c2)OCCO3)C1=O (stereo unspecified),4,-9
Cc1ccsc1C(=O)NNC(=O)c1cccc(S(=O)(=O)N2CCCC2)c1,-11,-3
CCOc1ccc(S(=O)(=O)Nc2cccc(C(=O)NCC(c3ccco3)N3CCCC3)c2)cc1 (stereo unspecified),-2,-3
O=C(Nc1ccc(Cl)c(S(=O)(=O)N2CCOCC2)c1)c1ccc2c(c1)OCO2,1,-2
CN(CC(=O)Nc1ccc(F)c(F)c1F)C(=O)C1COc2ccccc2O1 (stereo unspecified),-13,-2
O=C(CCN1C(=O)c2cccc([N+](=O)[O-])c2C1=O)NC1CCCCCC1,-10,-1
COc1cc(/C=C/C(=O)OCC(=O)Nc2cccc(F)c2)ccc1O,5,0
Cc1cc(C)n(CCCNC(=O)c2ccco2)n1,-13,-2
Cc1c(C(=O)OC(C)C(=O)N(C)Cc2ccccc2)oc2ccccc12 (stereo unspecified),3,-6

# Four entries from above, set out differently:
O=C(Nc1ccc(Cl)c(S(=O)(=O)N2CCOCC2)c1)c1ccc2c(c1)OCO2
  HDAC3 inh = 1
  GSK3 alpha inh = -2

CN(CC(=O)Nc1ccc(F)c(F)c1F)C(=O)C1COc2ccccc2O1 (stereo unspecified)
  HDAC3 inh = -13
  GSK3 alpha inh = -2

O=C(CCN1C(=O)c2cccc([N+](=O)[O-])c2C1=O)NC1CCCCCC1
  HDAC3 inh = -10
  GSK3 alpha inh = -1

COc1cc(/C=C/C(=O)OCC(=O)Nc2cccc(F)c2)ccc1O
  HDAC3 inh = 5
  GSK3 alpha inh = 0

# Next section.
canonical_smiles,HDAC3 inh,GSK3 alpha inh
Nn1c(SCC(=O)Nc2ccc(N3CCOCC3)cc2)nnc1C1CC1,-12,-3
Cc1ccc(S(=O)(=O)Nc2ccc(F)c(S(=O)(=O)N3CCOCC3)c2)cc1,-2,-3
CCN1C(=O)C(=O)N(CC(=O)N2CCC(C)Sc3ccccc32)C1=O (stereo unspecified),1,1
CC(C)Cc1nnc(NC(=O)C2=COCCO2)s1,4,-4
Cc1cccc(C)c1NC(=O)CN(C)C(C)C(=O)NCC(=O)Nc1ccc(F)c(F)c1F (stereo unspecified),-8,1
COc1ccc(CCC(=O)OCC(=O)N2CCN(S(=O)(=O)c3ccc(C)cc3C)CC2)cc1,8,3
CN(c1ccccc1)S(=O)(=O)c1cccc(C(=O)NC2CCCCC2)c1,-2,-2
Cc1cc(F)ccc1NC(=O)CCc1ccc(S(=O)(=O)N2CCOCC2)cc1,-3,-1
O=C(c1ccc(S(=O)(=O)NCc2ccco2)cc1)N1CCN(c2ccc(F)cc2)CC1,1,-5
C[C@H](CO)N1C[C@H](C)[C@@H](CN(C)S(=O)(=O)c2cccs2)Oc2ccc(NC(=O)NC3CCCCC3)cc2C1=O,9,-2
O=C1C=C(O)c2c(O)cccc2C1=O,8,2
COc1ccccc1CCNC(=O)c1ccccc1SCC(=O)N1CCCC1,1,-1
O=C(COC(=O)C1(c2ccc(F)cc2)CCCC1)N1CCNC1=O,0,-3
CSCCC(NC(=O)c1ccccc1)C(=O)OCC(=O)NCc1ccco1 (stereo unspecified),-6,-6
CCC1(CC)NC(=O)N(CC(=O)Nc2cccc3ccccc23)C1=O,-8,-1
Cc1ccc(F)cc1NC(=O)CSCc1c(C)noc1C,-9,-2

# Some of these compounds in order of count of non-hydrogen atoms, descending.
canonical_smiles,HDAC3 inh,GSK3 alpha inh
COc1ccccc1CCNC(=O)c1ccccc1SCC(=O)N1CCCC1,1,-1
CSCCC(NC(=O)c1ccccc1)C(=O)OCC(=O)NCc1ccco1 (stereo unspecified),-6,-6
Cc1ccc(F)cc1NC(=O)CSCc1c(C)noc1C,-9,-2

# Continued.
canonical_smiles,HDAC3 inh,GSK3 alpha inh
Cc1ccc2c(c1)-n1c(nc3cc(F)ccc3c1=O)C(Cc1ccccc1)NC2=O (stereo unspecified),4,-3
CN1CCN(c2ccc(NC(=O)c3cccc(S(=O)(=O)N4CCCC4)c3)cc2)CC1,-4,-3
CCN(CC(=O)Nc1ccc(NC(C)=O)cc1)C(=O)C1CCCN(C(=O)c2ccc(Cl)cc2)C1 (stereo unspecified),1,7
CCOc1ccccc1N1CCN(C(=O)c2cc(S(=O)(=O)N(C)C)ccc2N2CCCC2)CC1,1,0
N#Cc1ccc(NC(=O)COC(=O)c2cccnc2Cl)cc1,-4,-1
Cc1ccnc2nc(C(=O)OCC(=O)NCc3cccc(Cl)c3)nn12,-2,0
N#Cc1ccc(C(=O)NC(=S)NC2CCCCC2)cc1,-5,-6
CCC(O)C(C)(C)C (stereo unspecified),-3,1
COc1ccccc1-c1nnc(SCC(=O)c2c(N)n(C3CC3)c(=O)[nH]c2=O)n1C,-5,1
CN(CC(=O)Nc1ccc(S(=O)(=O)N2CCOCC2)cc1)Cc1ccc(F)cc1,8,0
Cc1ccc(C(CC(=O)O)NC(=O)c2ccc(S(=O)(=O)N3CC(C)OC(C)C3)cc2)cc1 (stereo unspecified),-5,1
CCN(CC(=O)NCc1ccc(F)cc1)C(=O)c1ccc2c(c1)OCO2,1,8
NC(=O)c1ccccc1OCC(=O)Nc1ccc2c(c1)CCC2,5,-1
C=CCC[C@H](Cc1ccc(F)cc1)C(=O)OC[C@@H](Cc1c[nH]c2ccccc12)NC(=O)[C@@H](CC=C)CC(=O)NCCO,6,3
CN(CC(=O)Nc1ccc(N2CCOCC2)cc1)C(=O)c1cc2c(s1)CCCC2,1,-5
N#Cc1ccccc1OCC(=O)OCC(=O)N1CCCC1,0,5
CN(C(=O)c1ccccc1C(=O)OCC(=O)c1ccc(F)cc1)c1ccccc1,0,-2
Cc1c(NC(=O)c2ccc(Cl)c([N+](=O)[O-])c2)cccc1-n1cnnn1,2,0
Cc1cccc(N2CN(S(=O)(=O)c3cccc([N+](=O)[O-])c3)c3nc4ccccc4nc32)c1,0,-1
CCc1ccc(-c2nc(SCC(=O)c3c(N)n(C4CC4)c(=O)[nH]c3=O)n[nH]2)cc1,4,3
O=C(COC(=O)C12CC3CC(CC(Cl)(C3)C1)C2)N1CCCCC1,-2,4
Cc1cc(C)cc(C(=O)NCC(=O)OCc2nc(N)nc(Nc3ccccc3C)n2)c1,4,-2
CC(C)C(NC(=O)CCNC(=O)c1ccc(C(C)(C)C)cc1)c1nc2ccccc2[nH]1 (stereo unspecified),-11,14
O=C(NCCCN1CCOCC1)c1cc(S(=O)(=O)N2CCOCC2)ccc1Cl,-10,0
O=C(NCc1ccccc1)c1ccc(Cl)c(S(=O)(=O)N2CCCC2)c1,1,0
Oc1cccc(Nc2ccccc2)c1,-10,-4
CC(NC(=O)c1cc(S(=O)(=O)N2CCCC2)ccc1Cl)c1ccccn1 (stereo unspecified),-3,0
O=C(NCc1ccccc1Br)c1cccc2c1C(=O)c1ccc(N3CCOCC3)cc1S2(=O)=O,-3,-3
COc1ccc(NC(=O)CN(C)CC(=O)NC(=O)NC2CCCCC2)cc1,5,-1
COc1ccc2c(COC(=O)[C@H](C)NS(=O)(=O)c3ccccc3F)cc(=O)oc2c1,-63,0
O=C(COC(=O)c1ccc(O)cc1O)c1ccc2c(c1)OCCO2,1,-2
Cc1ccc(OCC(=O)N(C)CC(=O)Nc2ccccc2Cl)c([N+](=O)[O-])n1,5,0
Cc1noc(C)c1COc1ccc(C(=O)OCC(=O)Nc2ccc(S(N)(=O)=O)cc2)cc1,4,-1
CCCCn1c(N)c(N(CC(C)C)C(=O)c2c(-c3ccccc3)noc2C)c(=O)[nH]c1=O,1,5
CCc1ccc(OCC(=O)NNC(=O)CNC(=O)c2ccc(Br)o2)cc1,-2,2
COc1ccc(C(CNC(=O)c2ccc(-c3nc4ccccc4s3)o2)N2CCCC2)cc1 (stereo unspecified),-5,-5
Cc1cc(C(=O)COC(=O)c2ccc(F)cc2)c(C)n1C,5,-2
CCOc1ccccc1C(=O)NCC(=O)NCC(C)(C)N1CCOCC1,-3,0
Cc1c(Cl)cccc1NC(=O)CNC(=O)Cc1c[nH]c2ccccc12,7,0
O=C(COC(=O)COc1cccc(F)c1)Nc1nc2ccccc2s1,-4,-1
O=S(=O)(NCCN1CCN(S(=O)(=O)c2ccccc2F)CC1)c1ccccc1F,3,1
CCOC(=O)C1=C(COC(=O)CCOc2ccc(OC)cc2)NC(=O)NC1C (stereo unspecified),5,0
Cc1ccc(Cl)cc1NC(=O)CN1C(=O)NC2(CCCCCC2)C1=O,1,1
CC1Cc2ccccc2N1C(=O)CN1C(=O)NC2(CCCCC2)C1=O (stereo unspecified),0,-8
Cc1cccnc1,-7,-5
O=C(CCc1nc2ccccc2c(=O)[nH]1)NNC(=O)COc1cccc(F)c1,-1,-2
O=C(COC(=O)/C=C/c1ccc([N+](=O)[O-])cc1)NNC(=O)c1ccccc1,2,-2
N#Cc1ccc(S(=O)(=O)N2CCN(C(=O)[C@@H]3CCCN3C(=O)c3cccs3)CC2)cc1,0,12
COc1ccccc1N(C)S(=O)(=O)c1ccc(C(=O)OCC(=O)Nc2ccc(C(N)=O)cc2)cc1,-9,-2
Nc1ccc(O)c([N+](=O)[O-])c1,1,0
